UBC13 inh – human UBC13 polyubiquitination inhibition; inhibition, % at 20 µM; P61088; hit rate 0.47% among 330,000; UBC13 polyubiquitin chain formation, TR-FRET; in the data active means inhibition above about 45%, passing the limit was not always enough
Target sequence (P61088 whole entry, looked up): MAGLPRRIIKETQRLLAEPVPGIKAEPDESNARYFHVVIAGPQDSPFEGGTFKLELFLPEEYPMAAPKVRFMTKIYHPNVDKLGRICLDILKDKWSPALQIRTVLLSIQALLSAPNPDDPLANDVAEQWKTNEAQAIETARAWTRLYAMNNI
CXCR6 block – CXCR6 (human) receptor inhibition; O00574; CHO-K1 PathHunter CXCR6 beta-arrestin, luminescence; inhibition, % at 20 µM; hit rate 0.36% among 360,000; in the data active means inhibition above about 34%, passing the limit was not always enough;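 further: antagonist mode with CXCL16 agonist at 10 nM final; 0% = 10 nM CXCL16 with DMSO and 100% = unstimulated wells without agonist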
ATG4B inhibitor – ATG4B (human) cysteine protease inhibition; ATG4B cleavage of LC3-PLA2, NBD-HPC fluorescence, 1 h; inhibition, % at 8.33 µM; hit rate 0.51% among 340,000; in the data active means inhibition above about 40%
Target sequence (Q9Y4P1 whole entry, looked up): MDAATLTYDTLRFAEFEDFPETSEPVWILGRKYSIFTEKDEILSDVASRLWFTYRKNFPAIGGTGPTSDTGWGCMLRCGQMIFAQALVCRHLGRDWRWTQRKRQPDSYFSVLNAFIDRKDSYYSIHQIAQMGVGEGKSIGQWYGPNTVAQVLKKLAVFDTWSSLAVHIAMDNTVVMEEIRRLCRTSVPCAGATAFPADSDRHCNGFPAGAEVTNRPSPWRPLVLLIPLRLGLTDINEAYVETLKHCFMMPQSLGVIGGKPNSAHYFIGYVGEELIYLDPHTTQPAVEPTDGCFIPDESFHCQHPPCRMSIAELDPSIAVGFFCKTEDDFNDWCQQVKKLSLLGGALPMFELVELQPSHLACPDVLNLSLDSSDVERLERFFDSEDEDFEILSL
CCR6 antagonist – antagonists of human CCR6 receptor; P51684; CHO-K1 CCR6 PathHunter beta-arrestin, luminescence, CCL20-stimulated; inhibition, % at 20 µM; hit rate 0.49% among 340,000; AID 493098;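 active means compounds whose inhibition of the agonist-driven luminescence signal at 20 µM reaches about 50%, limit read from the data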;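 further: cells stimulated with CCL20 at 14 nM final; plate controls were DMSO with CCL20 for no effect and DMSO without agonist for full effect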
APJ antagonist – antagonists of human APJ apelin receptor; CHO-K1 APJ beta-arrestin complementation, luminescence; hit rate 0.32% among 330,000; AID 2521; inhibition, % at 20 µM;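 active means inhibition above about 40% at 20 µM, limit read from the data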;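 further: cells challenged with 10 nM apelin-13 agonist together with compound; plate controls were apelin-13 plus DMSO wells for no effect and DMSO wells lacking apelin-13 for full effect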
Gli-Sufu block – antagonists of Gli-Sufu signaling; Sufu-KO-LIGHT fibroblasts, Gli luciferase reporter luminescence; inhibition, % at 5 µM; hit rate 0.74% among 340,000; AID 588413;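 active means inhibition above about 55%, limit read from the data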;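 further: 0% = DMSO-treated cells and 100% = wells with medium but no cells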
APJ agonist – APJ receptor agonism; activation, % at 20 µM; CHO-K1 APJ PathHunter beta-arrestin, luminescence; 0% DMSO wells, 100% apelin; AID 2520; hit rate 0.11% among 330,000;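 active means activation more than six SD over the plate average, tested at 20 µM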;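 further: 0% = DMSO alone and 100% = apelin-13 at 10 nM; some results filed as inactive read as strong as hits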
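assay system = CHO-K1 APJ beta-arrestin complementation cell line | input = cell density 1000 per well | dosing = compound 20 µM once, DMSO 1% | timing = compound 90 min 25 °C, reagent 1 h | measured by = luminescence from split beta-galactosidase complementation, Galacton Star/Emerald II substrate | read-out basis = APJ agonist activity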
EBI2 antag – blocks human EBI2 receptor beta-arrestin signaling; inhibition, % at 5 µM; AID 651636; P32249; hit rate 0.81% among 360,000; EBI2 beta-arrestin recruitment, luminescence, 7a,25-OHC stimulated; in the data active means inhibition above about 38%;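 further: enzyme fragment complementation signal reports receptor beta-arrestin coupling in cells; 0% = agonist plus DMSO wells and 100% = wells without agonist; some results beyond the cut were filed as inactive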
Target sequence (P32249 whole entry, looked up, the tested form may be a part): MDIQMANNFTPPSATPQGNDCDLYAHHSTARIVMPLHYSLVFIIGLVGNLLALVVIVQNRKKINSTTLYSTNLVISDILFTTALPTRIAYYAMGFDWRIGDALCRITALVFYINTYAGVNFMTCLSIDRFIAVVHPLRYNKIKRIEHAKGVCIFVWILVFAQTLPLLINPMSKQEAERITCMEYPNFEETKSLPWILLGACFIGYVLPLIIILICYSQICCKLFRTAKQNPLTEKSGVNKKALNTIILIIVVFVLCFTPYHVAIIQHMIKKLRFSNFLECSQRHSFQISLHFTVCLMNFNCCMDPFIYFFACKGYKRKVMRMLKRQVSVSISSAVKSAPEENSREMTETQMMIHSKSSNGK
Active calls of the source: *.

COc1ccc(-c2cc(=O)oc3cc(OCC(=O)N4CCOCC4)ccc23)cc1 was read as UBC13 inh 5, CXCR6 block -2, ATG4B inhibitor -1, CCR6 antagonist 15, APJ antagonist 3, Gli-Sufu block -31, APJ agonist -2 and EBI2 antag -3.
Screening Cc1cccc(CN2CCC(C(=O)Nc3cccc(-c4cscn4)c3)CC2)n1 returned UBC13 inh 3, CXCR6 block -6, ATG4B inhibitor 1, CCR6 antagonist 18, APJ antagonist 13, Gli-Sufu block 4, APJ agonist -2 and EBI2 antag -1.
For COc1cccc(C(=O)OCC(=O)c2ccc(Br)s2)c1 the results were UBC13 inh 1, CXCR6 block 7, ATG4B inhibitor 23, CCR6 antagonist 20, APJ antagonist 9, Gli-Sufu block 2, APJ agonist 1 and EBI2 antag 11.
Screening COc1ccc(NS(=O)(=O)c2ccc3oc(SCc4ccc(F)cc4)nc3c2)cc1 returned UBC13 inh -11, CXCR6 block -6, ATG4B inhibitor -4, CCR6 antagonist 23, APJ antagonist -7, Gli-Sufu block 23, APJ agonist -3 and EBI2 antag -6.
For CNC(=S)NCCc1ccc(OC)c(OC)c1 the results were UBC13 inh 2, CXCR6 block -2, ATG4B inhibitor -2, CCR6 antagonist -1, APJ antagonist 16, Gli-Sufu block 8, APJ agonist -2 and EBI2 antag -7.
For N#Cc1ccc(OCC(=O)NC2=NCCS2)cc1 the results were UBC13 inh -4, CXCR6 block 7, ATG4B inhibitor -1, CCR6 antagonist 7, APJ antagonist -25, Gli-Sufu block -7, APJ agonist -2 and EBI2 antag -7.
Screening Nc1cc(Cl)nc(N/N=C/c2ccc([N+](=O)[O-])cc2)n1 returned UBC13 inh -13, CXCR6 block -2, ATG4B inhibitor 32, CCR6 antagonist -1, APJ antagonist -35, Gli-Sufu block 10, APJ agonist 5 and EBI2 antag -1.
Screening CCOC(=O)C(CC)n1cnc2c(nnn2-c2ccccc2)c1=O (configuration not stated) returned UBC13 inh 9, CXCR6 block 7, ATG4B inhibitor 4, CCR6 antagonist -3, APJ antagonist 3, Gli-Sufu block 14, APJ agonist -7 and EBI2 antag -10.
O=C(Nc1cccc(S(=O)(=O)NC2=NCCC2)c1)c1ccccc1 was read as UBC13 inh 12, CXCR6 block 8, ATG4B inhibitor 0, CCR6 antagonist 2, APJ antagonist -5, Gli-Sufu block 2, APJ agonist -3 and EBI2 antag 5.
`C[C@H]1CN([C@@H](C)CO)C(=O)c2cccc(NC(=O)c3ccc(-c4nccs4)cc3)c2O[C@@H]1CN(C)C(=O)Nc1cccc2ccccc12` gave UBC13 inh 4, CXCR6 block -3, ATG4B inhibitor -21, CCR6 antagonist -7, APJ antagonist -2, Gli-Sufu block -4, APJ agonist 0 and EBI2 antag -7.
For COC(=O)c1sccc1NC(=O)c1cc(OC)c(OC)c(OC)c1 the results were UBC13 inh 8, CXCR6 block -13, ATG4B inhibitor 4, CCR6 antagonist 1, APJ antagonist 10, Gli-Sufu block 1, APJ agonist -2 and EBI2 antag 13.
`COc1ccc2c(c1)-c1nc(/N=C/c3cccc(OC)c3O)sc1CC2` gave UBC13 inh 10, CXCR6 block -8, ATG4B inhibitor 13, CCR6 antagonist 10, APJ antagonist -5, Gli-Sufu block -5, APJ agonist 1 and EBI2 antag -1.
`O=S1(=O)NC(=NCC(c2ccco2)N2CCCCC2)c2ccccc21` (configuration not stated) gave UBC13 inh 13, CXCR6 block 8, ATG4B inhibitor -2, CCR6 antagonist 10, APJ antagonist 18, Gli-Sufu block 0, APJ agonist -6 and EBI2 antag -1.
Screening CC(C)n1c(SCC(=O)N2CCCCC2)nc2c1c(=O)n(C)c(=O)n2C returned UBC13 inh 0, CXCR6 block 11, ATG4B inhibitor -3, CCR6 antagonist 4, APJ antagonist 12, Gli-Sufu block -23, APJ agonist -3 and EBI2 antag 9.
`CC(C)(C)c1ccc(CS(=O)(=O)CC2(O)CCN(C(=O)c3cccc(C(F)(F)F)c3)CC2)cc1` gave UBC13 inh 2, CXCR6 block 5, ATG4B inhibitor 3, CCR6 antagonist 7, APJ antagonist -12, Gli-Sufu block -3, APJ agonist -3 and EBI2 antag -1.
`CC(=O)Nc1ccc(S(=O)(=O)NN=CCCc2ccccc2)cc1` gave CXCR6 block 3, ATG4B inhibitor -5, CCR6 antagonist 7, Gli-Sufu block 7 and EBI2 antag -4.
CCCCCCCNC1=CC(=O)CC(c2ccco2)C1 (configuration not stated) was read as UBC13 inh -4, CXCR6 block 1, ATG4B inhibitor -10, CCR6 antagonist -3, APJ antagonist 6, Gli-Sufu block 24, APJ agonist 2 and EBI2 antag -1.
For O=C(NCc1ccco1)c1ccc(F)c(S(=O)(=O)N2CCCCC2)c1 the results were UBC13 inh 0, CXCR6 block 2, ATG4B inhibitor -12, CCR6 antagonist 2, APJ antagonist -6, Gli-Sufu block 2, APJ agonist 2 and EBI2 antag -2.
Screening O=[N+]([O-])c1ccc(C2NS(=O)(=O)N=C3CCCCCN32)cc1 (configuration not stated) returned UBC13 inh -2, CXCR6 block -22, ATG4B inhibitor 3, CCR6 antagonist -6, APJ antagonist -16, Gli-Sufu block 1, APJ agonist 2 and EBI2 antag -15.
Screening CC1=C(C(=O)OC2CCCCC2)C(c2ccco2)n2ncnc2N1 (configuration not stated) returned UBC13 inh 2, CXCR6 block 0, ATG4B inhibitor -7, CCR6 antagonist 5, APJ antagonist 9, Gli-Sufu block 5, APJ agonist -5 and EBI2 antag 1.
For CCc1ccc2[nH]c3nc(SCC(=O)NCC4CCCO4)nnc3c2c1 (configuration not stated) the results were UBC13 inh -8, CXCR6 block 1, ATG4B inhibitor 5, CCR6 antagonist 16, APJ antagonist 1, Gli-Sufu block 34, APJ agonist -3 and EBI2 antag -4.
`COc1ccc(-c2csc(NC(=O)CCCc3nc4ccccc4c(=O)[nH]3)n2)cc1OC` gave UBC13 inh 4, CXCR6 block -9, ATG4B inhibitor -6, CCR6 antagonist 3, APJ antagonist -31, Gli-Sufu block -12, APJ agonist -4 and EBI2 antag 8.
For O=C1NC(=S)SC1=Cc1ccc(F)cc1 the results were CXCR6 block 11, ATG4B inhibitor 4, CCR6 antagonist 11, Gli-Sufu block -5 and EBI2 antag 2.
`CC(Oc1ccc(Cl)cc1Cl)C(=O)Nc1cccc(O)c1` (configuration not stated) gave UBC13 inh 6, CXCR6 block 7, ATG4B inhibitor -8, CCR6 antagonist 4, APJ antagonist -12, Gli-Sufu block -16, APJ agonist -1 and EBI2 antag 1.
CC(C)(C)c1nc(N2CCN(C(=O)c3ccco3)CC2)c2nnn(Cc3ccccc3)c2n1 was read as UBC13 inh -2, CXCR6 block 1, ATG4B inhibitor 15, CCR6 antagonist 22, APJ antagonist 1, Gli-Sufu block 21, APJ agonist -5 and EBI2 antag 13.
Screening Nc1ncnc2c1ncn2[C@@H]1O[C@H](CNCc2ccccc2)[C@@H](O)[C@H]1O returned UBC13 inh 4, CXCR6 block 3, ATG4B inhibitor -2, CCR6 antagonist -3, APJ antagonist 6, Gli-Sufu block 2, APJ agonist -5 and EBI2 antag -5.
O=C(NNC(=S)NC1CCCCC1)c1sc2ccccc2c1Cl was read as UBC13 inh -18, CXCR6 block 0, ATG4B inhibitor 37, CCR6 antagonist 13, APJ antagonist 4, Gli-Sufu block -14, APJ agonist -1 and EBI2 antag -2.
Screening Cc1ccc(NC(=O)CN(C)C(=O)COc2cc(F)ccc2[N+](=O)[O-])cc1 returned UBC13 inh -5, CXCR6 block -6, ATG4B inhibitor -7, CCR6 antagonist -2, APJ antagonist -8, Gli-Sufu block 1, APJ agonist -1 and EBI2 antag -7.
`CC1Cc2nc(SCC(=O)N3CCCC3)n(C)c(=O)c2S1` (configuration not stated) gave UBC13 inh 0, CXCR6 block 0, ATG4B inhibitor -8, CCR6 antagonist 5, APJ antagonist 7, Gli-Sufu block 5, APJ agonist -5 and EBI2 antag 3.
For O=S(=O)(c1ccc(Cl)nc1)N1CCCc2ccccc21 the results were UBC13 inh 12, CXCR6 block -18, ATG4B inhibitor -15, CCR6 antagonist 0, APJ antagonist 12, Gli-Sufu block 1, APJ agonist -1 and EBI2 antag -15.
`CC(C)(C)NC(=O)C1CCC(CNS(=O)(=O)c2cccc3nsnc23)CC1` (configuration not stated) gave UBC13 inh -9, CXCR6 block -8, ATG4B inhibitor -4, CCR6 antagonist -7, APJ antagonist -5, Gli-Sufu block -9, APJ agonist 11 and EBI2 antag -16.
`O=C(Nc1ccccc1)c1ccco1` gave UBC13 inh -4, CXCR6 block 2, ATG4B inhibitor -6, CCR6 antagonist 7, APJ antagonist -13, Gli-Sufu block -9, APJ agonist -1 and EBI2 antag -9.
Screening Cc1ccc(C(=O)NC2CCN(C(=O)NC3CCCCC3)CC2)cc1 returned CXCR6 block 0, ATG4B inhibitor -6, CCR6 antagonist 4, Gli-Sufu block 19 and EBI2 antag -5.
Screening c1ccc(Cn2cnc3ccccc32)cc1 returned UBC13 inh 0, CXCR6 block -1, ATG4B inhibitor 2, CCR6 antagonist -10, APJ antagonist -22, Gli-Sufu block -79, APJ agonist -5 and EBI2 antag -4.
For Cc1cc(S(=O)(=O)Nc2ccc3ccccc3c2)c(C)s1 the results were UBC13 inh 5, CXCR6 block 1, ATG4B inhibitor -23, CCR6 antagonist 8, APJ antagonist 26, Gli-Sufu block 28, APJ agonist -5 and EBI2 antag -13.
`COc1ccc(Cl)cc1C(=O)NNC(=O)c1nn(C)c(=O)c2ccccc12` gave UBC13 inh -10, CXCR6 block 6, ATG4B inhibitor -10, CCR6 antagonist 16, APJ antagonist -9, Gli-Sufu block -3, APJ agonist -3 and EBI2 antag 7.
For Cc1cc2nc(-c3ccccc3O)[nH]c2cc1C the results were CXCR6 block -3, ATG4B inhibitor 4, CCR6 antagonist 7, Gli-Sufu block -94 and EBI2 antag 11.
`O=C(NCc1cccnc1)c1ccc(CN2CCc3ccccc3C2)cc1` gave UBC13 inh -9, CXCR6 block -9, ATG4B inhibitor -11, CCR6 antagonist 23, APJ antagonist 10, Gli-Sufu block 6, APJ agonist -6 and EBI2 antag 7.
CCOc1ccc2nc(Cl)c(CN(C(C)=O)C3CCCCC3)cc2c1 was read as UBC13 inh -6, CXCR6 block 1, ATG4B inhibitor -13, CCR6 antagonist 13, APJ antagonist -14, Gli-Sufu block -3, APJ agonist 0 and EBI2 antag -6.
`Cc1cccc(C2=NN(c3ccc(Br)cc3)[C@@H](C(=O)N3CCOC3=O)[C@@H]2C)c1` gave CXCR6 block 0, ATG4B inhibitor 12, CCR6 antagonist 11, Gli-Sufu block -3 and EBI2 antag 19.
Screening Cc1ccc(S(=O)(=O)N2CCOCC2)cc1C(=O)NCC1CCCCC1 returned UBC13 inh 8, CXCR6 block 6, ATG4B inhibitor -6, CCR6 antagonist -3, APJ antagonist 0, Gli-Sufu block 12, APJ agonist -4 and EBI2 antag 3.
For COCCC(=O)N1CCC(Oc2ccc(C(=O)NCCn3cccn3)cc2)CC1 the results were UBC13 inh 7, CXCR6 block 9, ATG4B inhibitor -2, CCR6 antagonist 10, APJ antagonist 19, Gli-Sufu block -5, APJ agonist -6 and EBI2 antag -3.
Screening CCC(=O)N1CCCC(C(=O)c2ccc(-c3ccccc3)cc2)C1 (configuration not stated) returned UBC13 inh 9, CXCR6 block -2, ATG4B inhibitor -2, CCR6 antagonist 14, APJ antagonist 3, Gli-Sufu block -11, APJ agonist -4 and EBI2 antag -4.
COc1ccc(CCN2CC(C(=O)O)CC2=O)cc1OC (configuration not stated) was read as UBC13 inh 1, CXCR6 block 2, ATG4B inhibitor -8, CCR6 antagonist -6, APJ antagonist 5, APJ agonist 0 and EBI2 antag -1.

Of the compounds above, these contain bromine.
For COc1cccc(C(=O)OCC(=O)c2ccc(Br)s2)c1 the results were UBC13 inh 1, CXCR6 block 7, ATG4B inhibitor 23, CCR6 antagonist 20, APJ antagonist 9, Gli-Sufu block 2, APJ agonist 1 and EBI2 antag 11.
`Cc1cccc(C2=NN(c3ccc(Br)cc3)[C@@H](C(=O)N3CCOC3=O)[C@@H]2C)c1` gave CXCR6 block 0, ATG4B inhibitor 12, CCR6 antagonist 11, Gli-Sufu block -3 and EBI2 antag 19.

Assay outcomes from PubChem BioAssay.
